# GSH bead fluor – GSH bead compound fluorescence profile | 0.25% of 190,000 active | fluorescence (KMESF) at 10 µM | GSH beads flow cytometry, compound fluorescence 488/530 nm; hits give high values; in the data active = fluorescence above about 89;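 note: glutathione beads carrying GST-tagged Bcl family fusion proteins plus one bare bead set; values are compound well signal with DMSO vehicle wells as background; inactives centre near 16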
# Mcl1-Noxa inh – Mcl-1/Noxa interaction inhibition; inhibition, % at 21.7 µM; 1.5% of 220,000 active; TR-FRET Mcl-1/Noxa peptide binding, 2 h;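 active = compounds that cut the protein-peptide binding signal by more than 50% relative to plate controls in a single-dose test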;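 note: His-tagged Mcl-1 with rhodamine Noxa BH3 peptide and terbium anti-His antibody; 0% = Mcl-1 plus Noxa peptide wells and 100% = peptide-only wells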
# Bim-Mcl-1 – human Bim-Mcl-1 interaction inhibition | Q07820 | Bead-based flow cytometry, Bim peptide-Mcl-1 binding | inhibition, % at 10 µM | 0.1% of 190,000 active | AID 1009; in the data active = inhibition above about 40%;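 note: 0% = no compound tracer wells and 100% = peptide blocker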
# RGS8-Gao reg – regulators of human RGS8-Galphao interaction. P09471. multiplexed bead flow cytometry, RGS8-Galphao binding; actives lie on both sides. response (percent of control binding), % at 10 µM. 0.34% of 220,000 active; in the data active = response below about 60% or above about 140%; inactive = in between;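 note: Galphao activated as the GDP aluminium fluoride complex binding bead-coupled RGS8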
# Target sequence (P09471 whole entry, looked up): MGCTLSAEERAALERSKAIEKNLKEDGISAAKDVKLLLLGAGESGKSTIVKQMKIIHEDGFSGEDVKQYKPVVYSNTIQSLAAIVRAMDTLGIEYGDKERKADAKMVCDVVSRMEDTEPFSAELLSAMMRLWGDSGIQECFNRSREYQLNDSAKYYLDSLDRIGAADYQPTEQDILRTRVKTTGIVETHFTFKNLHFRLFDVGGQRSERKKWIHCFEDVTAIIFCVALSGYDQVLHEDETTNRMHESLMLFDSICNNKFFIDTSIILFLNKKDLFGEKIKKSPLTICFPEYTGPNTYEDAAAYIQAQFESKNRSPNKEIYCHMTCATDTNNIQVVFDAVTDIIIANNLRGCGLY
# Avidin bead fluor – avidin bead compound fluorescence profile; fluorescence (KMESF) at 10 µM; Avidin beads, compound fluorescence 488/530 nm, flow cytometry; hits give high values; AID 1775; 0.38% of 220,000 active; in the data active = fluorescence above about 47; note: inactives centre near 10
# ABCG2 block – human ABCG2 inhibition, ABCB1 as counter-screen | Q9UNQ0 | IgMXP3 cells, JC-1 efflux, flow cytometry | inhibition, % at 6.6 µM | 0.1% of 190,000 active;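 active = inhibition above 80%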;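 note: 0% = DMSO and 100% = nicardipine control wells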
# Target sequence (Q9UNQ0 whole entry, looked up): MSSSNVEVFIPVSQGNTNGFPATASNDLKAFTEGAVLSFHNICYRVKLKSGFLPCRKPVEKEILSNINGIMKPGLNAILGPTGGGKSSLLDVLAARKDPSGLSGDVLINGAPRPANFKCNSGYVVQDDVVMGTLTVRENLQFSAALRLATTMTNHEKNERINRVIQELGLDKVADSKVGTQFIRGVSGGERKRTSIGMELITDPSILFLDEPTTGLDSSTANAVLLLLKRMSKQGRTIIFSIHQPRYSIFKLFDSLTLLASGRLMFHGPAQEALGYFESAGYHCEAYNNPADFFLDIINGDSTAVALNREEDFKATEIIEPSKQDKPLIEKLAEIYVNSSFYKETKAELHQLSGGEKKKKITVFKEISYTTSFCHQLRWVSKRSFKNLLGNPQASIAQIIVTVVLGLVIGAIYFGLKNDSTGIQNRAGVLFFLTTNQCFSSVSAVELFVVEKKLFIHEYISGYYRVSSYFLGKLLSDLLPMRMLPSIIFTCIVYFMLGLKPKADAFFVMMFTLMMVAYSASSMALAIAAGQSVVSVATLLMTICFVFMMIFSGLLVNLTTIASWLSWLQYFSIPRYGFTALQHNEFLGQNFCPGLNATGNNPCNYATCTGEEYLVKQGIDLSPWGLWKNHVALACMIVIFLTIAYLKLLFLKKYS
#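 System: two drug-resistant human cell lines, ABCG2 and ABCB1; controls: nicardipine high and DMSO low controls; times: 10 min exposure at 25 °C with rotation, no wash; detection: flow cytometry of retained JC-1 fluorescence; read-out basis: percent efflux inhibition, scaled nicardipine 100% to DMSO 0%; doses: one concentration, 6.6 µM final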
# Mcl1 Bid PPI – disrupts binding of human Mcl-1 to Bid peptide; Q07820; TR-FRET Mcl-1/Bid-Dy647 peptide binding, 1536-well; inhibition, % at 21.7 µM; 0.97% of 220,000 active; AID 1021;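 active = compounds that cut the binding signal by more than half at the single screening dose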;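 note: His-tagged Mcl-1 with europium anti-His antibody binding Bid BH3 peptide; 0% = Mcl-1 plus peptide wells and 100% = peptide-only wells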
# RGS7-Gao – modulates binding of RGS7 to human Galphao. P09471. Multiplexed bead flow cytometry; actives lie on both sides. binding response (% of control), % at 10 µM. 0.35% of 220,000 active; in the data active = binding response below about 49% or above about 150%; inconclusive = no clear call, values can overlap the other calls; inactive = in between;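 note: fluorescent Galphao held in activated GDP-AlF4 state binding bead-coupled RGS7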
# ABCB1 block – blocks JC-1 efflux by human ABCB1 transporter; CCRF-Adr cells, flow cytometry; inhibition, % at 6.6 µM; 0.067% of 190,000 active; in the data active = inhibition above about 40%;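 note: 0% = vehicle and 100% = reference inhibitor; higher value means more JC-1 retained so stronger ABCB1 efflux block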
# Pf gametocyte – inhibitors of late stage P. falciparum gametocyte viability; P. falciparum stage V gametocytes, ATP luminescence, 24 h; inhibition, % at 10.9 µM; 0.065% of 150,000 active; AID 743093;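 active = inhibition above the mean plus 3 SD of compounds within the control limits, set per campaign, cut at about 38% in these data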;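 note: 0% = DMSO wells and 100% = medium only without gametocytes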
# RGS4-Gao reg – human RGS4-Galphao interaction regulation | P09471 | Multiplexed bead flow cytometry, RGS4-Galphao binding; actives lie on both sides | binding response (% of control), % at 10 µM | 0.33% of 220,000 active | AID 1415; in the data active = binding response below about 49% or above about 150%; inactive = in between;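 note: fluorescent Galphao activated with aluminum fluoride binding bead-coupled RGS4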
# Active calls of the source: *; ? = inconclusive; nt = not tested or not shown.
SMILES,GSH bead fluor,Mcl1-Noxa inh,Bim-Mcl-1,RGS8-Gao reg,Avidin bead fluor,ABCG2 block,Mcl1 Bid PPI,RGS7-Gao,ABCB1 block,Pf gametocyte,RGS4-Gao reg
Cc1ccc2c(c1)C1OCCC1C1N2C(=O)C2C(C(=O)O)C3C=CC21O3 (stereo not given),32,8,-5,103,19,-8,-11,100,-2.0,nt,101
CCCCc1c(O)nc(N2CCN(Cc3ccccc3)CC2)[nH]c1=O,10,8,-3,100,34,2,-28,100,0.2,nt,101
NC(=O)c1c(NC(=O)CN2CCOCC2)sc2c1CCC2,68,5,0,101,12,5,-67,96,0.7,1,99
CC1(C)CC(=O)C/C(=N\NC(=O)Cc2ccccc2)C1,10,-8,-4,91,5,0,-36,91,-0.3,-17,96
O=C(OCn1nnc2ccccc2c1=O)c1cc(-c2ccccc2Cl)nc2ccccc12,11,2,-3,104,6,18,-4,103,2.3,1,105
CCCCS(=O)(=O)/C=C\C1C2C=CC(C2)C1S(=O)(=O)CCCC (stereo not given),7,4,-1,99,14,9,-30,100,1.2,nt,100
CC1CCN(C(=S)NC(=O)C2CCCCC2)CC1,9,1,-2,98,39,2,-82,102,0.5,-2,101
Cc1cc(N2CCOCC2)ncc1[N+](=O)[O-],9,16,0,107,19,2,21,100,0.5,4,105
CCOC(=O)c1ccc(CNC(=O)CSc2nc(NC(=O)c3ccccc3)c3c(C)c(C)oc3n2)cc1,15,-25,-1,102,5,6,-29,103,3.8,nt,102
Nc1ccc(Oc2ccc(F)cc2)nc1,nt,1,nt,100,8,nt,-68,?,nt,-9,100
CCOC(=O)c1cnc2c(C)c(-c3ccccc3)[nH]n2c1=O,23,12,-4,101,13,1,-23,101,-0.5,nt,102
CCC(C)n1c(S(=O)(=O)O)nc2ccccc21 (stereo not given),53,-1,2,102,11,1,-2,104,0.2,11,102
Cc1ccc(S(=O)(=O)N2CCCOC2)cc1,44,-12,2,108,10,0,-7,108,0.3,-14,115
CC1(OC(=O)C2CCCC2)C(=O)C=C2C=C(c3ccsc3)N(CCN3CCOCC3)C=C2C1=O (stereo not given),nt,-2,nt,101,7,nt,-107,?,nt,nt,101
O=C(C1=C(O)/C(=C/c2ccc(O)cc2)CCC1)C(F)(F)F,18,12,1,101,20,2,-4,103,0.3,-24,96
Cc1ccc(P(=O)(OCCN2CCOCC2)C(C)(C)C)o1 (stereo not given),18,4,0,102,40,0,-18,102,0.0,4,104
CCCCc1ccc(Nc2ncnc3nc[nH]c23)cc1,13,26,-1,91,6,3,-10,88,0.3,nt,91
CCC(C)Oc1ccccc1C1CC(=O)NC2=C1C(=O)CCC2 (stereo not given),21,9,0,100,39,1,-6,99,0.4,-17,98
CC(=O)c1ccc(N2CCN(C(=O)c3cccc(Oc4ccccc4)c3)CC2)cc1,7,11,3,91,16,10,-5,93,1.6,1,94
C=CCOn1c(=O)c(C)[n+]([O-])c2ccccc21,8,7,-2,99,10,0,-23,100,-0.2,0,99
CCN(CC)c1ccc(/C=N/N(c2ccccc2)c2ccccc2)c(O)c1,11,12,-1,99,21,2,-29,100,-0.1,8,98
O=C(NCCOc1ccccc1)c1ccc2c(c1)OCO2,12,2,0,100,38,1,8,100,0.3,nt,98
Cc1[nH]n(-c2ccccc2)c(=O)c1-c1ccccc1,19,7,-3,93,31,1,-36,90,0.3,nt,92
O=C1C(C=NCc2ccccn2)=C(O)c2ccccc21,4,12,2,99,9,0,-10,105,0.1,10,103
O=c1ccn(CCc2c[nH]c3ccccc23)c2c1CCCC2,19,11,0,105,16,1,-44,103,-0.3,0,105
Cn1nnnc1SCC(=O)Nc1ccccc1N1CCOCC1,23,13,0,100,13,3,-26,101,1.3,nt,102
CCCCC1S/C(=N/N=C/c2cccs2)NC1=O (stereo not given),10,20,-1,100,14,6,2,95,0.4,1,99
CCN(CC)C(=O)CSC1=N/C(=C/c2ccco2)C(=O)N1c1ccc(OC)c(Cl)c1,19,39,-4,101,14,-2,-9,98,-0.4,20,102
O=C(COC(=O)c1ccc(S(=O)(=O)Nc2ccccc2)cc1)NCCN1C(=O)CSC1=O,28,15,-5,91,5,3,-11,99,0.3,nt,89
CCOCCOC(=O)c1ccc(-n2cnc(C)n2)nc1,24,8,1,104,8,0,-1,104,-0.2,-11,102
CCOC(=O)C(=O)C1=C(N2CCOCC2)/C(=C\c2cccc([N+](=O)[O-])c2)CC1,11,12,0,104,5,-4,-1,105,14,1,95
CCN(CC)CCCNC(=O)c1sc2nc(-c3ccc(F)cc3)cn2c1C,49,12,-1,121,3,4,-15,111,-0.1,-14,112
Cc1ccc(CSc2nnc(C(F)(F)F)n2Cc2ccc(F)cc2)cc1,17,31,-2,102,36,2,20,103,0.5,nt,102
CCc1cc2c(=O)n(Cc3ccccc3)c(SC3CCOC3=O)nc2s1 (stereo not given),11,26,-1,100,9,7,23,100,3.3,-17,101
COC(=O)CC1C(=O)NCCN1C(=O)NC1CCCCC1 (stereo not given),10,-28,2,100,14,2,-22,108,0.5,nt,112
O=C(CSc1nnnn1-c1ccccc1)Nc1ccc(Cl)cc1,24,-7,-7,98,13,4,-18,96,1.0,-7,101
COc1ccc(C(NC=O)c2cc(OC)c(OC)cc2Br)cc1OC (stereo not given),19,-11,-23,84,3,10,-47,100,0.4,16,97
O=C(NCCCNc1ccc(C(F)(F)F)cc1[N+](=O)[O-])c1cc(F)c(F)cc1Cl,7,-10,2,104,9,4,-13,101,0.6,nt,102
C/C(=N/NC(=O)Cc1cc(=O)[nH][nH]1)c1ccc([N+](=O)[O-])cc1,11,16,-1,86,2,-15,-14,98,-1.4,7,98
CC(=O)Nc1ccc(C=C(C(C)=O)C(C)=O)cc1,nt,-8,nt,104,4,nt,-51,?,nt,20,102
COc1cc(CO)cc(Br)c1OCC(=O)N1CCCCC1,7,-3,0,102,12,-1,-14,104,-0.2,nt,101
O=C1COc2ccc(C(=O)COC(=O)c3cc(S(=O)(=O)NCc4ccccc4)ccc3O)cc2N1,nt,11,nt,98,8,nt,-32,?,nt,-1,95
O=C(COC(=O)c1cc(S(=O)(=O)N2CCCCC2)ccc1N1CCOCC1)NC1CCCCC1,27,13,-2,103,16,1,6,106,0.0,-17,103
COCCNC(=S)N/N=C/c1ccccc1C(=O)O,20,-4,0,101,26,-7,-3,99,-0.5,nt,102
COc1ccc(CCNC(=O)C2CCN(S(C)(=O)=O)CC2)cc1,25,-1,-4,102,13,5,-4,101,-0.2,5,99
Cc1ccc(N2C(=O)c3n[nH]c(C)c3C2c2ccco2)cc1 (stereo not given),27,6,-2,99,6,0,-12,100,0.2,9,99
Cc1nn(C)cc1CNCc1c(C(=O)N2CCCCC2)nc2c(C)cccn12,24,10,5,102,10,3,-22,93,0.3,-3,97
Cc1c(C#N)c(N)c(C(=O)c2ccccc2)n1Cc1ccccc1,35,14,-2,88,8,1,-5,95,0.8,15,96
Cc1c(C(=O)N2CCOCC2)[nH]c2c1C(=O)CC(c1ccccc1Cl)C2 (stereo not given),36,nt,-1,101,13,6,-29,101,0.3,nt,100
O=C(COC(=O)c1n[nH]c(=O)c2ccccc12)c1ccc(Br)cc1,12,-33,-1,104,12,3,-22,100,1.0,nt,101
O=C(CSCc1ccccc1)N1CCc2ccccc21,26,7,0,101,40,7,-14,100,0.6,nt,101
Cn1c(=O)oc2cc(S(=O)(=O)N3CCC(C(=O)N4CCc5ccccc5C4)CC3)ccc21,19,27,0,91,5,2,-1,88,-0.7,nt,91
O=C(CCCc1cccs1)Nc1nc(-c2ccc(F)cc2)cs1,6,11,0,103,12,3,-12,97,0.2,2,97
COc1ccc(CNC(=O)CCn2c(=O)oc3ccccc32)c(OC)c1,9,42,4,106,4,-1,4,116,0.2,1,108
Nc1nc(SCC(=O)C23CC4CC(CC(C4)C2)C3)n[nH]1,65,-7,0,104,9,0,-34,103,-0.2,nt,99
Nc1nc(Nc2cccc(C(F)(F)F)c2)nc(C(F)(F)F)n1,41,-4,-1,103,10,3,-19,105,0.3,-5,104
COc1ccc(S(=O)(=O)NCCC(=O)NCc2cccs2)cc1,15,0,3,101,22,0,-12,102,0.1,nt,100
O=C(COc1ncnc2ccccc12)Nc1ccc(Cl)c(S(=O)(=O)N2CCOCC2)c1,nt,12,nt,101,5,nt,-11,?,nt,0,102
Cc1ccc(NC(=O)CN2C(=O)S/C(=C\c3cc(C)n(-c4cccc(C(=O)O)c4)c3C)C2=O)cc1,12,5,0,102,7,5,-83,88,0.9,-13,93
COc1ccc(NC(=O)COC(=O)[C@@H]2CCCN2S(=O)(=O)c2ccccc2F)c(OC)c1,13,0,-1,102,19,4,2,103,0.8,-23,100
# (next part)
SMILES,GSH bead fluor,Mcl1-Noxa inh,Bim-Mcl-1,RGS8-Gao reg,Avidin bead fluor,ABCG2 block,Mcl1 Bid PPI,RGS7-Gao,ABCB1 block,Pf gametocyte,RGS4-Gao reg
CCCCCCNc1c(C(=O)OCC)c(=O)[nH]c2ccccc12,10,6,2,101,28,2,-22,112,0.5,nt,123
CCn1c(SCC(=O)Nc2cc(C)on2)nc2sc3c(c2c1=O)CCCC3,21,22,1,103,7,6,9,98,2.2,17,98
CCOC(=O)c1nnc(-c2ccc(C)cc2)nc1N1CCSCC1,19,23,0,105,11,11,-10,101,1.2,10,102
Cc1ccc(C(=O)n2c(=S)nc3ccccn32)cc1,25,nt,-6,100,9,3,-10,105,0.7,nt,102
COC(=O)c1cc(Br)c(=O)n(CCc2ccc(F)cc2)c1,12,8,-1,95,11,6,-21,93,0.5,0,96
COC(=O)c1sc2ccccc2c1NC(=O)c1ccc(S(=O)(=O)N2CC(C)CC(C)C2)cc1 (stereo not given),13,-10,-4,99,11,-1,-8,98,-0.1,17,97
Cn1nc(C(=O)Nc2c(-c3ccccc3)nc3sccn23)c2ccccc2c1=O,15,12,-2,99,36,5,-22,100,1.7,nt,99
CCC1(C(=O)OC)NC(c2ccco2)C2C(=O)N(c3ccccc3)C(=O)C21 (stereo not given),25,-20,0,100,14,3,-8,91,0.4,nt,88
Cc1ccc2[nH]c(=O)c(CN(Cc3ccccc3Cl)C(=O)N3CCOCC3)cc2c1,19,18,1,105,5,1,3,108,0.6,nt,105
CCOCCCNCC(O)c1ccccc1 (stereo not given),16,-2,-6,103,18,5,-24,100,0.6,-1,100
Cc1nn(-c2ccccc2)c(Cl)c1/C=N/NC(=O)CCNc1n[nH]c(=O)[nH]c1=O,nt,13,nt,96,4,nt,-37,?,nt,nt,96

# Taken from above for reference:
SMILES,GSH bead fluor,Mcl1-Noxa inh,Bim-Mcl-1,RGS8-Gao reg,Avidin bead fluor,ABCG2 block,Mcl1 Bid PPI,RGS7-Gao,ABCB1 block,Pf gametocyte,RGS4-Gao reg
Cc1ccc2[nH]c(=O)c(CN(Cc3ccccc3Cl)C(=O)N3CCOCC3)cc2c1,19,18,1,105,5,1,3,108,0.6,nt,105
CCOCCCNCC(O)c1ccccc1 (stereo not given),16,-2,-6,103,18,5,-24,100,0.6,-1,100
Cc1nn(-c2ccccc2)c(Cl)c1/C=N/NC(=O)CCNc1n[nH]c(=O)[nH]c1=O,nt,13,nt,96,4,nt,-37,?,nt,nt,96
